# GalR3 antagonist = antagonists of human GalR3 | O60755 | HEK293 GalR3-CNG cAMP membrane potential fluorescence; galR3 body fused to GalR1 C-terminus | inhibition, % at 3 µM | 0.44% of 360,000 active | AID 651719;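 active = inhibition above the screen-wide average plus 3 SD, cut at about 13% in these data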;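 note: forskolin and galanin both at EC90 stimulate the cells; cAMP rise reported by CNG channel membrane potential dye signal; 0% = forskolin plus galanin with DMSO and 100% = forskolin alone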
# SUMO HTRF inh = SUMOylation inhibition; inhibition, % at 35 µM; AID 2006; 0.36% of 290,000 active; HTRF SUMOylation assay, SAE1/SAE2 + UBC9, in vitro; in the data active = inhibition above about 50%, passing the limit was not always enough; note: strong numbers were not always called active
# Target sequence (P63279 whole entry, looked up): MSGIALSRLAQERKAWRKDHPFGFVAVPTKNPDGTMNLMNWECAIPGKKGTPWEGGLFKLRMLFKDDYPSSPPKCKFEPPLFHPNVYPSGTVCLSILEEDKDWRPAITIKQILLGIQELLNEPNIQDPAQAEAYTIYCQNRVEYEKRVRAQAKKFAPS
# CRFR2-BP antag = blocks CRF-induced signaling of the CRF-BP/CRF-R2 complex; HEK293 CRF-R2/CRF-BP, CRF-induced calcium fluorescence; inhibition, % at 11.8 µM; 0.59% of 350,000 active; AID 588475;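 active = inhibition of the ligand-induced calcium signal above about 50% at the single tested concentration, limit read from the data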
# CRFR2-BP ag = agonists of human CRF-binding protein/CRF-R2 receptor complex. AID 588473. HEK293 CRF-R2/CRF-BP, calcium dye fluorescence (FLIPR); percent of saturating CRF peptide response. 0.46% of 350,000 active. activation, % at 13.2 µM;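 active = activation of at least 50%, plus an integration ratio under a set limit after plate pattern correction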;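 note: plate controls were neutral control wells without compound for no effect and CRF at EC100 for full effect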
# MEKK2 WT-MEK5 = raises or lowers MEK5 binding to wildtype human MEKK2 PB1 domain | 1.1% of 290,000 active | bead flow cytometry, Alexa488-MEK5 binding to MEKK2 WT; actives lie on both sides | Q9Y2U5 | binding response (% of control), % at 10 µM; in the data active = binding response below about 67% or above about 130%
# DNA FID counter = fluorescent intercalator displacement, NS3 helicase counter-screen | DNA fluorescent intercalator displacement, fluorescence | inhibition, % at 7.9 µM | 0.17% of 290,000 active; in the data active = inhibition above about 37%;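 note: 0% = vehicle and 100% = reference compound; higher means more ethidium bromide displaced from hairpin DNA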
# MEKK3 PB1 HTS = MEKK3-MEK5 PB1 interaction, increase or decrease. bead-based flow cytometry, Alexa488-MEK5 binding to MEKK3; actives lie on both sides; 0 = blocked by unlabeled MEK5, 100 = vehicle. binding response (% of control), % at 10 µM. 1.4% of 290,000 active. AID 1529;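 active = binding response more than 3 SD above or below the average of its plate-row segment, actives on both sides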;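 note: Alexa488 bead fluorescence after subtracting the streptavidin-only scavenger bead signal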
# Target sequence (Q99759 whole entry, looked up): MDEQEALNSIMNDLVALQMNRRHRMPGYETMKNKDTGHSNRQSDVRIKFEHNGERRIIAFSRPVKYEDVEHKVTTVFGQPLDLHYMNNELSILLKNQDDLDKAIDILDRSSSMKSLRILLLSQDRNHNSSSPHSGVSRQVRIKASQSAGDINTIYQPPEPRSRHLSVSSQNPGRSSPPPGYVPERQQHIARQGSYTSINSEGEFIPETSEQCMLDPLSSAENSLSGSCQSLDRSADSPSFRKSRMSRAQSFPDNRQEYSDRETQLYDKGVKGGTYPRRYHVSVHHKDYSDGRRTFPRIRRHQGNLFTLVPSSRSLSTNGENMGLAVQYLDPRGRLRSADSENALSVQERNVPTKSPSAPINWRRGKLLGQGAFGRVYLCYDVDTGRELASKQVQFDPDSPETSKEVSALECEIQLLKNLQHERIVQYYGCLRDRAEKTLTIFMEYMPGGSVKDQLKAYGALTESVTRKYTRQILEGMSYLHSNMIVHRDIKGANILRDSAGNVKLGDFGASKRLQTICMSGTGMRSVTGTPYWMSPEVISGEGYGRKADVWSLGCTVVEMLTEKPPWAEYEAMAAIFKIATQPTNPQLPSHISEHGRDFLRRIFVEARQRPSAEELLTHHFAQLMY
# HCV NS3 hel inh = inhibitors of Hepatitis C virus NS3 helicase; NS3 helicase DNA unwinding, Cy5 molecular beacon fluorescence; inhibition, % at 10.9 µM; 0.56% of 290,000 active; AID 1800;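 active = inhibition above the mean of all tested compounds plus 3 SD, set per campaign, cut at about 35% in these data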;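 note: 0% = DMSO wells and 100% = thioflavine S control wells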
#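 System: NS3 helicase fragment of HCV / Schedule: 1 h at 25 °C / Control set: DMSO alone as 0% and 110 µM thioflavine S as 100% / Reagent: Cy5/quencher beacon DNA duplex and ATP to start / Technique: Cy5 fluorescence / Replication: singlicate / Evaluation: % inhibition of end-to-start signal ratio versus controls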
# MEKK2mut PB1 HTS = signal of MEK5 binding to mutant human MEKK2 PB1 domain | 0.35% of 290,000 active | bead flow cytometry, Alexa488-MEK5 binding to MEKK2 mutant | percent response, % at 10 µM; in the data active = percent response above about 24%, passing the limit was not always enough; note: inactives centre near 1; some results filed as inactive read as strong as hits
# * marks the source's active call; other numbers are inactive results; x = no result given. These rows are one share of the data; count on the stated rates, not on these rows.
Molecule	GalR3 antagonist	SUMO HTRF inh	CRFR2-BP antag	CRFR2-BP ag	MEKK2 WT-MEK5	DNA FID counter	MEKK3 PB1 HTS	HCV NS3 hel inh	MEKK2mut PB1 HTS
CCCOc1ccc(C2NC(=O)CCC2[N+](=O)[O-])cc1 (stereo not drawn)	-5.3	-0.7	18.1	-0.6	105.0	0.6	107.0	-2.1	1.0
O=C(OCC(=O)N1CCCC1=O)c1nc(Cl)c(Cl)c(Cl)c1Cl	-2.0	1.0	1.7	-1.5	99.0	-9.5	99.0	-3.4	2.0
CCOc1ccc(-c2nc(C#N)c(NCc3ccc4c(c3)OCO4)o2)cc1	0.0	-1.5	6.9	-2.3	101.0	0.4	106.0	8.4	8.0
S=C1NC2(CCCCC2)Cc2ccccc21	2.3	4.3	-0.2	-0.6	100.0	-3.6	95.0	11.1	0.0
O=C(O)c1ccc(N/N=C/c2ccc(F)c(F)c2)cc1	0.6	8.8	3.5	-1.6	110.0	-9.8	99.0	11.5	7.0
Cc1ccc(-c2noc(CCC(=O)NCCCN3CCN(c4ccc(F)cc4)CC3)n2)cc1	-3.9	0.8	-5.8	-0.2	119.0	7.4	105.0	-44.7	9.0
O=C(CSC1=NCCS1)NC1CCCC1	-0.5	-4.7	-5.7	-1.4	122.0	0.1	109.0	0.8	10.0
Cc1ccc(S(=O)(=O)N2CCN(C(=O)c3ccc(Cl)nc3)CC2)cc1	-1.5	-4.7	13.8	-1.3	94.0	-9.8	98.0	-6.2	-5.0
COC(=O)c1ccccc1NC(=O)C1CCCN(S(=O)(=O)c2ccc(F)cc2)C1 (stereo not drawn)	-4.0	9.2	-27.2	3.1	101.0	-3.0	100.0	2.4	3.0
CC(C)c1nnc(NC(=O)CCC(=O)Nc2ccc3cn[nH]c3c2)s1	0.3	7.3	5.9	0.0	101.0	-11.9	99.0	2.1	5.0
CC1CCN(CC(=O)c2c[nH]c3ccccc23)CC1	-1.0	11.4	-2.0	2.0	106.0	0.1	100.0	-0.7	3.0
CNc1nc2c(Cl)cc(Cl)cc2s1	1.0	7.2	-0.2	1.0	97.0	-4.1	98.0	-2.0	-2.0
CCCCNS(=O)(=O)c1ccc(S(=O)(=O)n2cnc3ccccc32)cc1	-3.1	12.6	5.2	1.4	102.0	-0.8	91.0	0.3	2.0
CCOc1cc(C(=S)N2CCOCC2)ccc1OC(=O)c1ccc(C)cc1	-8.3	-7.3	12.2	3.4	93.0	-37.5	98.0	6.3	-2.0
COC(=O)C1=NN(N=O)C2(CC(=O)N(c3cc(C)cc(C)c3)C2=O)C1 (stereo not drawn)	-2.6	8.6	14.1	-1.4	80.0	-13.1	74.0	11.5	-6.0
COc1cc(NC(=O)COC(=O)/C=C/c2ccccc2Cl)cc(OC)c1	-2.1	-4.0	-22.5	-2.8	122.0	-2.4	100.0	-3.1	0.0
C=CCn1c(NC(=O)CC)c(C(=O)OCC)sc1=S	0.2	24.8	15.5	-0.6	x	1.5	x	-1.4	x
O=C1CCCN1CCCNC(=S)Nc1ccc(Cl)cc1Cl	-1.5	13.9	18.8	0.0	96.0	-10.1	93.0	1.8	-2.0
COc1ccc(C(=O)Nc2nnc(CCc3ccccc3)s2)c(OC)c1	0.0	6.7	6.9	0.9	101.0	-17.6	100.0	-19.6	3.0
COc1ccc(C(=O)N2CCNC(=O)C2CC(=O)Nc2ccc(C)c(C)c2)cc1 (stereo not drawn)	-5.8	-7.1	2.3	0.4	103.0	-30.0	102.0	-5.7	-1.0

# New compounds follow
Molecule	GalR3 antagonist	SUMO HTRF inh	CRFR2-BP antag	CRFR2-BP ag	MEKK2 WT-MEK5	DNA FID counter	MEKK3 PB1 HTS	HCV NS3 hel inh	MEKK2mut PB1 HTS
O=c1cc(CSc2ccccc2)nc(-c2ccccc2)[nH]1	-1.1	1.8	-2.2	1.0	92.0	-15.1	100.0	1.1	-4.0
CCN(C(=O)c1cc2c(=O)[nH]c3ccc(C)cc3c2s1)c1ccc(OC)cc1	-6.4	15.7	-13.2	-1.7	105.0	-3.4	118.0	2.7	22.0
CC(c1ccccc1C(O)c1ccccc1)N(C)C (stereo not drawn)	-9.4	-3.5	8.7	-0.7	96.0	-4.9	99.0	-3.2	-5.0
CNc1c(NS(=O)(=O)c2ccc(C(C)(C)C)cc2)c(=O)oc2ccccc12	-8.1	16.0	13.1	0.2	102.0	-10.5	102.0	-0.3	-1.0
Cc1ccc(NCc2n[nH]c(=S)n2Cc2ccccc2)cc1Cl	-6.6	-15.2	-16.4	-0.1	84.0	-11.1	96.0	-4.9	-11.0
Cc1cc(NC(=O)CCCn2nc([N+](=O)[O-])c(Br)c2C)no1	-1.7	25.0	4.3	-0.3	83.0	-0.3	95.0	11.3	-11.0
O=[N+]([O-])c1ccc(S(=O)(=O)c2ccccc2)nc1	-3.4	6.3	10.3	0.0	103.0	-6.0	105.0	2.3	10.0
COc1ccccc1CNC(=O)Cc1ccccc1	-7.5	7.6	-4.0	0.5	114.0	-4.4	105.0	2.2	4.0
CCOC(=O)C(CC)(CCC(=O)O)c1csc(N)n1 (stereo not drawn)	-3.4	11.2	-7.6	-1.1	95.0	-4.4	100.0	0.0	-7.0
O=C(OCC(=O)N1CCc2ccccc21)c1cncc(Br)c1	-5.1	-3.2	7.9	-2.0	91.0	-6.2	96.0	3.5	3.0
CC(=O)c1ccc(NC(=O)c2sc3nc(N4CCOCC4)c4c(c3c2N)CCCC4)cc1	-7.8	0.9	-10.5	-1.1	86.0	-41.9	98.0	0.9	0.0
COc1cccc(/C=N/NC(=O)c2nnn(-c3nonc3N)c2C(C)C)c1OCc1ccc(F)cc1	x	-28.4	7.8	4.4	102.0	-32.0	103.0	-11.4	2.0
C=C(C)CNC(=O)c1ccc(OC2CCN(C(=O)COC)CC2)cc1	-8.9	x	18.9	-0.5	103.0	-12.0	105.0	-11.6	5.0
COc1ccc(C(CC(=O)O)NC(=O)c2ccco2)cc1 (stereo not drawn)	-3.1	-1.3	-4.1	-0.1	99.0	-3.2	102.0	-3.4	-1.0
COc1ccc(OCC(=O)N/N=C(\C)c2cc3ccccc3o2)cc1	-1.9	6.9	-36.2	0.6	84.0	-18.0	77.0	7.2	-4.0
N#Cc1cccc(OCC(=O)NC(=O)NCc2ccccc2)c1	-3.2	23.4	-0.8	0.2	98.0	-17.6	107.0	6.7	-2.0
CC(C)C[C@H](NC(=O)c1[nH]cnc1C(=O)Nc1ccc(Cl)cc1)C(=O)OC(C)(C)C	-8.4	-20.3	2.7	0.1	94.0	x	96.0	x	-5.0
Cc1ccc(-n2c(C)nc3oc4ccccc4c(=O)c3c2=O)cc1	-6.5	25.6	7.0	-3.7	92.0	-2.1	98.0	-0.7	1.0
Nc1cc(C(=O)OCC(=O)NCCNC(=O)COC(=O)c2ccc(Cl)c(N)c2)ccc1Cl	-6.4	-14.9	2.4	1.2	103.0	-25.8	102.0	-10.1	2.0
Cc1cc(Nc2cc(Cl)nc(Sc3ccc(NC(=O)C4CC4)cc3)n2)n[nH]1	-3.6	x	-5.8	4.5	110.0	x	107.0	x	4.0

# The final 4 records of the section before are carried over, then new ones follow:
Molecule	GalR3 antagonist	SUMO HTRF inh	CRFR2-BP antag	CRFR2-BP ag	MEKK2 WT-MEK5	DNA FID counter	MEKK3 PB1 HTS	HCV NS3 hel inh	MEKK2mut PB1 HTS
CC(C)C[C@H](NC(=O)c1[nH]cnc1C(=O)Nc1ccc(Cl)cc1)C(=O)OC(C)(C)C	-8.4	-20.3	2.7	0.1	94.0	x	96.0	x	-5.0
Cc1ccc(-n2c(C)nc3oc4ccccc4c(=O)c3c2=O)cc1	-6.5	25.6	7.0	-3.7	92.0	-2.1	98.0	-0.7	1.0
Nc1cc(C(=O)OCC(=O)NCCNC(=O)COC(=O)c2ccc(Cl)c(N)c2)ccc1Cl	-6.4	-14.9	2.4	1.2	103.0	-25.8	102.0	-10.1	2.0
Cc1cc(Nc2cc(Cl)nc(Sc3ccc(NC(=O)C4CC4)cc3)n2)n[nH]1	-3.6	x	-5.8	4.5	110.0	x	107.0	x	4.0
CCCCn1c(NC(=O)c2ccccc2)nc2ccccc21	-4.9	41.9	-32.6	1.7	104.0	-29.0	104.0	-13.2	2.0
Cc1nc(N2CCN(C(=O)c3cccs3)CC2)c2c3c(sc2n1)CCCC3	x	-1.7	4.5	0.1	95.0	-47.5	99.0	-4.5	-1.0
CS(=O)(=O)Nc1cccc(C2=NN(C(=O)CCCC(=O)O)C(c3cccs3)C2)c1 (stereo not drawn)	-4.0	19.5	1.0	-0.2	97.0	-25.4	98.0	-1.8	0.0
COc1ccccc1NC(=O)CCS(=O)(=O)c1ccc2c(c1)NC(=O)C(C)S2 (stereo not drawn)	x	10.6	-2.4	-1.6	100.0	-34.5	99.0	45.5*	0.0
O=C(O)Cc1sc(Nc2cccc3ccccc23)nc1-c1ccc(F)cc1	-12.1	5.2	3.0	-1.6	104.0	-29.8	106.0	20.4	2.0
O=C(NCCCN1CCOCC1)C1CC(=O)N(CCc2ccccc2)C1 (stereo not drawn)	-3.0	-0.3	8.3	0.4	103.0	-6.4	100.0	1.1	2.0
CSc1nnc(NC(=O)c2cccc(S(=O)(=O)N3CCOCC3)c2)s1	0.7	13.0	-8.4	0.5	114.0	-13.7	107.0	2.5	10.0
CCNC(=O)CN(c1ccc(Br)c(C)c1)S(C)(=O)=O	-0.8	8.9	16.4	-0.4	103.0	-14.1	102.0	10.5	6.0
C#CCOCCOCCOCCNc1nc(N2CCN(C(=O)[C@H](CCC(=O)O)n3cc(C(N)Cc4ccc(O)cc4)nn3)CC2)nc(N2CCN(C(=O)[C@H](Cc3ccc(O)cc3)n3cc(C(N)[C@H](C)CC)nn3)CC2)n1 (stereo partly drawn)	x	-1.9	x	x	76.0	x	85.0	x	2.0
CCOC(=O)C1CCN(S(=O)(=O)c2ccc3c(c2)CC(C)N3C(=O)C2CCC2)CC1 (stereo not drawn)	-1.0	2.3	17.6	-1.0	103.0	-53.5	100.0	-9.3	0.0
COc1cc(C(=O)N2CCN(C/C=C/c3ccccc3)CC2)cc(OC)c1C	4.4	-9.1	0.9	-1.2	103.0	-18.4	98.0	-10.2	0.0
COCCCn1c(C)nnc1SCC(=O)NNC(=O)COc1ccc(Cl)cc1	-8.8	6.4	-6.8	1.8	99.0	-20.1	102.0	16.5	7.0
CCc1nc(N2CCN(C(C)=O)CC2)c(C#N)c2c1COC(C)(C)C2	-4.8	24.2	15.4	-6.1	87.0	-30.4	86.0	5.7	-18.0
O=C(C1=C[C@H](C2CC2)C[C@H](OCCCCO)O1)N1CCN(Cc2ccc3c(c2)OCO3)CC1	-7.8	-4.0	-14.0	-2.3	101.0	-27.7	102.0	-1.1	5.0
CN(C)S(=O)(=O)c1ccc(Cl)c(NC(=O)COC(=O)c2ccc(O)cc2)c1	-6.0	8.6	-9.1	0.8	94.0	-11.6	99.0	0.6	-3.0
O=c1c2ccccc2[nH]c(=S)n1CCCN1CCC(Cc2ccccc2)CC1	-3.7	25.2	-15.2	-0.4	118.0	2.5	107.0	-43.0	11.0
CCOCCC(=O)Nc1nnc(CCc2ccccc2)s1	-3.3	4.4	-9.4	1.6	107.0	-20.3	107.0	9.6	7.0

# Source: PubChem
